# TSG101-PTAP inh – blocks PTAP/TSG101 interaction to inhibit HIV-1 budding; Q99816; Fluorescence polarization, FITC-PTAP peptide / Tsg101 binding; Potency, µM (series often up to 115 µM), without a hit: at the highest dose activity change, negative = inhibition, actives largely listed as inhibitors; 340,000 tested, under 10 active; active means well fitted inhibition curve with a large enough effect in the main read-out, with a control signal flat, not every such curve was filed as active; inconclusive means small, poorly fitted or top-dose-only effect, or effect the other way, or a change in a side signal; inactive means no such curve, though single readings can be large or run the other way; further: potency means the concentration at half of the fitted maximal effect; % of control where 0% means no effect
# Target sequence (Q99816 whole entry, looked up): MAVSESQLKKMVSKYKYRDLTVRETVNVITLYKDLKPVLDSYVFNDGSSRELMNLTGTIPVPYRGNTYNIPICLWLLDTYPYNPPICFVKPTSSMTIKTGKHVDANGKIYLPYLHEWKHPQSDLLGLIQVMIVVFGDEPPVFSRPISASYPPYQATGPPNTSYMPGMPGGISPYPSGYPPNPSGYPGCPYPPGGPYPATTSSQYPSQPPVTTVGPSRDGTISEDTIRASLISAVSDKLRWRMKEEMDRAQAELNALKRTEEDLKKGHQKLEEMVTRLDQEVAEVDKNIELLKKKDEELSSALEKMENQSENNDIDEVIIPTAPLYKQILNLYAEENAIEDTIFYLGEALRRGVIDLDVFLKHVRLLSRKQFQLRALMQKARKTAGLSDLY
#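 Tsg101 binding domain (10 uM final) was mixed with compound and a FITC-labeled PTAP peptide (50 nM final) in HEPES pH 7.5 buffer with NaCl, Tween 20, EDTA and TCEP; fluorescence polarization was read after 20 min at r.t.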
# ELG1 DNA repair – blocks ELG1-dependent DNA repair in HEK293T cells. Potency, µM (titrated, usually from 46.1 µM), for the others: at the highest dose activity change, negative = inhibition, hits mostly inhibitors. AID 504467. 2.3% of 330,000 active. HEK293T ELG1-luciferase reporter, luminescence, 16 h; DNA damage induced by 5-fluorouridine; further: potency means the concentration at half of the fitted maximal effect; on the % scale 0 is the no-effect control and ±100 the full control effect; nearly all actives have a fitted effect of over 55% in size
#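 HEK293T cells expressing luciferase-tagged ELG1 (2,000/well) received 5-Fluorouridine plus compound or DMSO for 16 hr at 37 °C. Luciferase was read by ONE-Glo luminescence after 30 min at room temperature.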
# USP2a inh – inhibitors of human ubiquitin-specific protease USP2a | O75604 | USP2 core, Ub-CHOP2 coupled fluorogenic reporter, 485/531 | Potency, µM (series often up to 38.3 µM), for inactives: top-dose activity change, negative = inhibition, usual class: inhibitors | 0.01% of 330,000 active | AID 463254;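 further: potency means the concentration at half of the fitted maximal effect; plate controls were DMSO wells for no effect and full inhibition by NEM control for full effect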
# Target sequence (O75604 whole entry, looked up): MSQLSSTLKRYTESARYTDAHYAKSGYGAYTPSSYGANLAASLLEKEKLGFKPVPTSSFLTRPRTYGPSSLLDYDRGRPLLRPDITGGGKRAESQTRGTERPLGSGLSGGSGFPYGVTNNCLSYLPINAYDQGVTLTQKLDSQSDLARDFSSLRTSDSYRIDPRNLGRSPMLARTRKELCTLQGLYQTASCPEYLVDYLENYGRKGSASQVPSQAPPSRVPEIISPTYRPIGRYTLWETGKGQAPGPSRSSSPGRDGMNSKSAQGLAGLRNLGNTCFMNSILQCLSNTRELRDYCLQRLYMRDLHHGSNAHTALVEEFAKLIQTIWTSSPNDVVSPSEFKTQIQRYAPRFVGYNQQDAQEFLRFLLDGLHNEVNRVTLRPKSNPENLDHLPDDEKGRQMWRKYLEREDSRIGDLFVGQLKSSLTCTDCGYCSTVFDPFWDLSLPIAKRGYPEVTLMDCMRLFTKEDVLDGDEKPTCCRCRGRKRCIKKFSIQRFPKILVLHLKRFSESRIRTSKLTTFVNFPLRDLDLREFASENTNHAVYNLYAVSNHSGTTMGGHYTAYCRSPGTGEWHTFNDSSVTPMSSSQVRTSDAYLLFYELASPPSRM
#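 Deubiquitinase activity read as fluorescence (485/531 nm) after Ub-CHOP2 cleavage activates the enterokinase reporter on its substrate; USP2 core 10nM, Ub-CHOP2 and substrate 25nM each, 30min compound preincubation then 60min RT; data normalized to NEM, curves fitted.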
# Mito fusion act – blocks mitochondrial division or promotes mitochondrial fusion. 0.23% of 320,000 active. Potency, µM (titrated, usually from 46.1 µM), inactives show at the top dose growth rescue (activation), most hits filed as activators. AID 485298. S. cerevisiae fusion-defective mutant growth rescue, CellTiterGlo 48 h;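 further: potency means the concentration at half of the fitted maximal effect; % of control where 0% means no effect; nearly all actives have a fitted effect of over 45% in size; temperature-sensitive fusion mutants such as fzo1-1 at 37 °C on non-fermentable ethanol glycerol medium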
#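 Read-out: ATP-based luminescence (CellTiterGlo, 10 min ambient) reporting growth of fusion-defective ts yeast after 48 hours at 37C on glycerol/ethanol YPEG medium in the presence of compound.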
# TCR activator – activates T cell receptor signaling; primary human leukocytes, anti-CD3, IL-2 HTRF, 48 h; Potency, µM (top dose mostly 9.22 µM), without a hit: top-dose activation of IL-2 secretion, usual class: activators; 330,000 tested, under 10 active; further: % of control where 0% means no effect
#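 48 hr co-incubation of compounds, a-CD3 beads and primary human leukocytes; IL-2 quantified homogeneously by HTRF with anti-IL-2 K and d2 conjugates.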
# Tb PFK block – blocks T. brucei phosphofructokinase. O15648. T. brucei PFK, ADP-Glo luminescence. Potency, µM (top dose mostly 57.5 µM), for inactives: at the highest dose activity, negative = inhibition, usual class: inhibitors. 0.17% of 330,000 active;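 further: potency means the concentration at half of the fitted maximal effect; 0% = uninhibited 1x PFK enzyme wells and -100% = no-enzyme wells; nearly all actives have a fitted effect of over 60% in size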
#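 Compounds were pin-transferred as a titration series up to 57 uM into substrate buffer (0.5 mM F6P, 0.1 mM ATP, pH 8.0), then 1.25 nM PFK was added and reactions ran 45 min before ADP-Glo detection.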
# TSHR antag – blocks TSH signaling through the human TSH receptor | P16473 | TSHR-expressing cells, TSH-stimulated cAMP HTRF, 2 h; active compounds read low | activity change, negative = inhibition, % at 11.5 µM | 0.2% of 330,000 active | AID 504810;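 active means activity change below a set negative limit, meaning inhibition stronger than a set level, cut at about -70% in these data; inconclusive means activity change between two set negative limits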; further: on the % scale 0 is the no-effect control and ±100 the full control effect
#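 Freshly harvested TSHR cells receive pin-tooled compound, then EC80 TSH at 4nM final. After 2 hours at 37 deg C, antibody in lysis buffer and cAMP-d2 are added; 30 minutes at ambient temperature precede the HTRF read.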
# uPA generation – blocks generation of uPA at the cell surface; cell surface uPA generation assay, qHTS; Potency, µM (titrated, usually from 38.3 µM), inactives show top-dose activity change, negative = inhibition, actives largely listed as inhibitors; 0.31% of 330,000 active; active means well fitted inhibition curve with a large enough effect; inconclusive means small, poorly fitted or top-dose-only effect; inactive means no such curve, though single readings can be large or run the other way; tested in mouse RAW 264.7 cells; further: potency means the concentration at half of the fitted maximal effect; on the % scale 0 is the no-effect control and ±100 the full control effect; nearly all actives have a fitted effect of over 55% in size
# B2AR arrestin – recruits beta-arrestin to the human beta2-adrenergic receptor | 0.02% of 330,000 active | P07550 | beta-arrestin recruitment to beta2AR, cell-based reporter | Potency, µM (series often up to 46.1 µM), inactives show top-dose activation, actives largely listed as activators;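 further: potency means the concentration at half of the fitted maximal effect; 0% = DMSO controls and full agonism = EC100 isoproterenol or metaproterenol; nearly all actives have a fitted effect of over 65% in size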
# Eya2 inh – Eya2 (human) phosphatase inhibition; O00167; recombinant Eya2, OMFP fluorescence dephosphorylation (OMFP is methylfluorescein phosphate); Potency, µM (highest dose often 76.9 µM), without a hit: at the highest dose activity, negative = inhibition, actives largely listed as inhibitors; 0.006% of 330,000 active; further: potency means the concentration at half of the fitted maximal effect; on the % scale 0 is the no-effect control and ±100 the full control effect
#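 Eya2 (0.2 uM) preincubated 10 min at ambient with compound, then OMFP substrate added at 50 uM; 10 min reaction in 50 mM HEPES pH 7.5, 50 mM NaCl, 5 uM MgCl2, 0.05% BSA, 1 mM DTT. Fluorescence read at Ex 485/Em 525 nm.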
# BCR signal inh – inhibitors of chronic active B-cell receptor signaling; ABC-DLBCL IkBa-CBG/CBR reporter, luminescence ratio, 4 h; Potency, µM (doses to about 46.1 µM), without a hit: top-dose ratio change, negative = lower green/red ratio, most hits filed as inhibitors; 0.05% of 340,000 active; AID 493014; active means well fitted inhibition curve with a large enough effect in the signal ratio, with a control signal flat, not every such curve was filed as active; inconclusive means small, poorly fitted or top-dose-only effect, or effect the other way, or a change in a side signal; the % refers to the signal ratio;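 further: potency means the concentration at half of the fitted maximal effect; plate controls were basal doxycycline-induced cells for no effect and cells given 10 µM MG132 for full effect; MG132 reads +100%, hits lower the ratio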
#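 Doxycycline induced both beetle luciferases in TMD8 lymphoma cells; IKK-driven degradation limits the IkappaBalpha-fused green signal, while red luminescence normalises for cell number and nonspecific effects. Compounds tested up to 46 uM, 4 hrs.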
# Active calls of the source: *; ? = inconclusive; . = no result given; [ ] = remark or other dose. Unless noted, the call rests on the fitted dose curve; in most records, active means well fitted curve in the direction sought with a large enough effect; inconclusive means small, poorly fitted or top-dose-only effect, or another doubt; inactive means no such curve, though single readings can be large; an effect the other way counts as inactive or inconclusive.
SMILES,TSG101-PTAP inh,ELG1 DNA repair,USP2a inh,Mito fusion act,TCR activator,Tb PFK block,TSHR antag,uPA generation,B2AR arrestin,Eya2 inh,BCR signal inh
O=C(COC(=O)c1ccccc1Br)NC1CCCC1,-2%,?,1%,-1%,-4%,-2%,-8,1%,-0.7%,23%,-14%
O=C(NC1CCN(Cc2ccccc2)CC1)c1cccc(S(=O)(=O)Nc2cc(C(F)(F)F)ccc2Cl)c1,1%,-23%,3%,5%,-3%[46.1 µM],-1%,-7,3%,-0.5%,-4%,-10%
CC(C)(C)c1ccc(C2SCC(=O)N2c2cccc(C(=O)O)c2)cc1 (stereo unspecified),-8%,29%,1%,22%,2%,-19%,4,-10%,-0.5%,-7%,?
CC(C)(C)NC(=O)C(c1ccc(O)cc1)N(C(=O)CCC(=O)Nc1nccs1)c1cccc(F)c1 (stereo unspecified),-1%,-6%,1%,2%,5%,-4%,3,-1%,-0.2%,11%,?
CC(C)(C)C(=O)Nc1ccccc1C(=O)NCc1ccco1,-3%,2%,4%,16%,-6%,1%,7,2%,-0.7%,-1%,5%
O=C(O)CCC(=O)N1CCN(c2ccccn2)CC1,-4%,-16%,-1%,0%,-3%,2%,11,0%,-1.0%,0%,-24%
CN(C)C(=O)C1Cc2ccccc2CN1S(=O)(=O)c1cccs1 (stereo unspecified),0%,-3%,2%,3%,0%,-3%,-10,4%,0.0%,2%,-1%
Cn1c(=O)c([N+](=O)[O-])c(NCC(O)c2ccccc2)c2ccccc21 (stereo unspecified),1%,-10%,0%,1%,3%[46.1 µM],-8%,0,0%,0.0%,7%,?
Cc1ccc(Cl)cc1NC(=S)NCc1cccn1C,1%,-4%,0%,-2%,0%,0%,11,-5%,-0.9%,-1%,3%
COc1ccc2c(c1)CC/C(=C/c1cc(OC)c(OC)c(OC)c1)C2=O,1%,18µM*,-12%,-10%,-6%,1%,-22,-1%,-0.4%,-12%,?
Cc1noc2ncnc(Oc3cc(Cl)ccc3Cl)c12,-3%,?,7%,-5%,-1%,-6%,12,1%,-0.5%,-4%,1%
COc1cccc(CNC(=O)C2CCN(S(=O)(=O)c3ccc4c(c3)NC(=O)C(C)S4)CC2)c1 (stereo unspecified),-2%,-11%,2%,2%,-14%,2%,-22,-9%,-0.1%,0%,2%
O=C(COc1ccccc1)NNc1nc2ccccc2s1,-2%,?,3%,-4%,3%,-5%,7,5%,-0.5%,4%,-8%
CCOc1cccc(N2CCN(CCNC(=O)Nc3ccc(C)cc3)CC2)c1C,-3%,?,-6%,-11%,-3%,0%,5,1%,0.0%,-14%,10%
NC(=O)NCC12CC3CC(CC(C3)C1)C2,-2%,14%,-3%,1%,-2%,3%,-29,2%,-0.4%,-9%,-11%
COc1ccccc1CN(C)C(=O)CN1CCN(S(=O)(=O)c2ccc3c(c2)OCCCO3)CC1,-6%,-9%,-5%,-4%,-1%,-4%,-26,-9%,0.0%,-7%,1%
Cn1c(SCCN2CCCC2)nnc1C1CCN(S(=O)(=O)c2cccc(F)c2)CC1,-1%,0%,0%,-1%,0%,-9%,15,-5%,-0.4%,-1%,-2%
CCCc1ccc(OCc2nc(-c3ccc(NC(=O)c4cccs4)cc3)no2)cc1,0%,?,0%,1%,-5%[46.1 µM],-3%,-4,5%,0.2%,-2%,1%
O=[N+]([O-])c1ccccc1Oc1ccccc1Cl,0%,19%,2%,0%,2%,5%,-16,-2%,-0.9%,-1%,1%
Cc1ccnc(NC(c2ccncc2)c2c(C)[nH]c3ccccc23)c1 (stereo unspecified),-4%,-3%,0%,-2%,0%[46.1 µM],-5%,8,1%,-1.0%,-10%,-7%
CC1(C)Cc2nc3oc4c(=O)n(CC(=O)Nc5cccc(Cl)c5)cnc4c3cc2CO1,2%,?,10%,-1%,7%,-3%,1,4%,-0.5%,-5%,-2%
O=C(NC(Cc1c[nH]c2ccccc12)C(=O)O)c1ccc2c(c1)OCO2 (stereo unspecified),-2%,6%,2%,10%,-1%,-2%,1,-2%,0.0%,10%,3%
COc1ccc(S(=O)(=O)Nc2cc(C)on2)cc1,-1%,-7%,-1%,8%,8%,-1%,-4,-1%,0.0%,-8%,0%
Cc1cccc(Oc2ncnc3onc(C)c23)c1,-3%,21%,0%,-3%,-6%,-1%,7,-7%,-0.3%,12%,2%
CC1C(=O)N2CCCc3cc(NC(=O)c4ccccc4F)cc1c32 (stereo unspecified),-2%,?,1%,9%,3%,0%,11,-7%,-1.9%,-26%,?
Clc1ccc(/C=N/c2c(-c3ccc(Cl)cc3)nc3n2CCS3)cc1,-1%,10%,2%,0%,-1%,-6%,-6,1%,0.4%,-4%,1%
Cc1cccc(C)c1NC(=O)CCS(=O)(=O)c1ccc(Br)cc1,-1%,-6%,6%,2%,4%,4%,-4,3%,-0.1%,-8%,1%
Cc1cc(C(=O)CSc2ncccn2)c(C)n1Cc1ccco1,-7%,?,-5%,7%,2%,-1%,9,-5%,0.1%,-24%,6%
O=C(Cc1n[nH]c(=O)c2ccccc12)Nc1cc(C(F)(F)F)ccc1-n1cncn1,1%,3%,5%,-12%,-42%,7%,4,-6%,-0.3%,7%,6%
Cc1noc(C)c1COC(=O)CCCOc1ccc(Cl)cc1Cl,-3%,0%,-11%,14%,2%,-3%,-11,0%,0.0%,-4%,6%
CC(NC(=O)COC(=O)c1ccc(Br)o1)c1ccccc1 (stereo unspecified),-1%,?,2%,7%,4%,5%,11,2%,-0.5%,0%,0%
CCN(CC)C(=O)COc1ccc(-c2nnc(N3CCCCC3)c3ccccc23)cc1,-5%,?,1%,-2%,-39%,-1%,-14,0%,-0.5%,-2%,?
COc1cccc(/C=N/N2CCN(c3ccccc3OC)CC2)c1,-13%,?,-1%,-1%,-4%,-1%,-9,.,0.0%,6%,1%
Cc1[nH]c2ccccc2c1C(c1ccncc1)N1CCCCC1 (stereo unspecified),1%,-3%,-1%,-5%,-12%,-5%,1,0%,0.0%,11%,-1%
Cc1nc(C)c(C(=O)C2=C(O)C(=O)N(CCN(C)C)C2c2ccco2)s1 (stereo unspecified),-2%,3%,1%,-5%,10%,-3%,-1,-39%,-0.8%,2%,-7%
CCOc1ccc(NC(=O)COC(=O)c2cc(C)oc2C)cc1,-1%,-25%,0%,.,6%,0%,38,5%,2.9%,2%,3%
O=C(NC1CCCCC1)C(c1ccc2ncccc2c1)N(Cc1ccc(F)cc1)C(=O)c1cccs1 (stereo unspecified),-11%,?,-1%,6%,.,-3%,-25,-3%,-0.2%,15%,?
Cc1ccc2nc(Nc3ccc(Cl)cc3)c3nncn3c2c1,-3%,5%,2%,?,9%,6%,-1,22%,-0.9%,0%,?
CCn1c(SC(C)C)nnc1C1CCN(S(=O)(=O)c2ccc(OC)cc2)CC1,-5%,-2%,1%,-4%,-5%,0%,10,-2%,-0.8%,4%,7%
COc1ccc(Br)cc1C(=O)N/N=C/c1ccc2c(c1)n(C)c(=O)n2C,-5%,-2%,1%,-3%,-14%[46.1 µM],-3%,-13,-3%,-1.8%,0%,-1%
CCOC(=O)Cn1nc(/C=C/c2ccc(C)cc2)ccc1=O,-10%,17%,-2%,-1%,-3%,-2%,-3,-6%,11%,-7%,-12%
COCCCNc1oc(-c2ccccc2Cl)nc1C#N,1%,13%,2%,2%,1%,-5%,1,-16%,0.3%,1%,?
Cc1ccc(C(C)C)c(OCc2nnc3n2CCCCC3)c1,-6%,-12%,-1%,1%,.,0%,-7,-2%,0.3%,-9%,?
O=C(CSc1nc2ncc(Cl)cc2[nH]1)NCC(=O)Nc1ccc(F)c(F)c1F,-2%,-3%,10%,0%,5%,-3%,22,5%,-0.9%,-19%,-2%
O=C1CCCN1c1cc(Cl)cc(Cl)c1,-4%,-3%,0%,-2%,-2%,-18%,-12,-3%,-0.2%,8%,1%
CCOc1ccc2nc(SCC(=O)N3CCCCCC3)c(C#N)cc2c1,-4%,-22%,1%,9%,4%,-13%,-9,-5%,-0.2%,25%,0%
